Assay outcomes: PubChem BioAssay, National Center for Advancing Translational Sciences (NCATS)
FUS suppressor = FUS proteinopathy suppression in yeast | Potency, µM (highest dose often 76.6 µM), for the others: at the top dose growth rescue (activation), most hits filed as activators | S. cerevisiae FUS-expressing, growth rescue, OD600, 24 h | actives 0.24% (n = 390,000) | AID 1347120;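 also: potency is read from the fitted curve at half-maximal effect; plate controls were DMSO vehicle for no effect and reference control for full effect; nearly all actives have a fitted effect of over 55% in size; some results filed as inactive show a strong effect at the top dose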
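Absorbance at 600 nm, taken 24hr after compound addition, measured rescue of FUS-yeast growth at 30C. Induction used 2% galactose with seeding at OD 0.005. Controls: CP55940 from 92uM final, DMSO only.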
Abeta rescue = compounds reversing amyloid beta toxicity in yeast. yeast expressing A-beta42, growth rescue, OD600, 48 h; response scale: 0% DMSO, 100% iron-clioquinol control. Potency, µM (series often up to 46.1 µM), without a hit: at the highest dose growth rescue, hits mostly activators. actives 0.063% (n = 410,000). AID 1347071; also: potency is read from the fitted curve at half-maximal effect; nearly all actives have a fitted effect of over 55% in size
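Yeast A-beta toxicity model in growth medium with pinned compounds, 48 h at 30 C; growth read as absorbance at 600 nm. Normalized to FeCl3/clioquinol equimolar mix (positive) and DMSO (negative).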
EPAC1 antagonist = antagonists of human EPAC1. EPAC1 GEF assay, Rap1b-BODIPY-GDP exchange fluorescence. O95398. actives 0.14% (n = 360,000). Potency, µM (top dose mostly 115 µM), for the others: at the top dose activity change, negative = inhibition, most hits filed as inhibitors;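 also: potency is read from the fitted curve at half-maximal effect; plate controls were vehicle for no effect and positive control for full effect; nearly all actives have a fitted effect of over 50% in size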
IL2 activator = activates IL-2 in a cell-based reporter assay. IL-2 activation reporter assay, cell-based qHTS; stimulated with anti-CD3/CD4/CD28 beads; in transgenic mouse T cells. activation, % (series mostly up to about 46 µM). actives 0.065% (n = 360,000). AID 652025; in the data active = activation above about 50%; inconclusive = mostly about 30% to 49%; also: 0% is about no effect
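Using fluorescent plate cytometry, EGFP and DsRed are detected in transgenic mouse T cells stimulated 18 h at 37 degrees C with antibody-coated beads after 60 min compound pretreatment.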
EPAC1 agonist = activates human EPAC1 exchange factor; actives 0.073% (n = 360,000); AID 720707; EPAC1 agonist qHTS, biochemical assay; response scale: 100% = response to 6.5 mM cAMP; Potency, µM (highest dose often 154 µM), for inactives: at the highest dose activation, hits mostly activators; O95398; also: potency is read from the fitted curve at half-maximal effect; nearly all actives have a fitted effect of over 60% in size
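Normalized to 6.5 mM cAMP, activity reflects EPAC1-catalysed release of BODIPY-GDP from Rap1B, followed kinetically over 30 min at 480 nm excitation, 540 nm emission. Reaction contained 100 nM EPAC1, 250 nM Rap1B-BODIPY-GDP, 50 uM GDP.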
aSyn rescue = alpha-synuclein toxicity inhibition in yeast | Potency, µM (series often up to 46.1 µM), for the others: at the top dose growth rescue (activation), usual class: activators | Yeast expressing alpha-synuclein, growth rescue, BacTiter-Glo, 24 h | AID 652106 | actives 0.14% (n = 370,000); also: potency is read from the fitted curve at half-maximal effect; % of control where 0% means no effect; nearly all actives have a fitted effect of over 65% in size
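Screening used galactose-induced yeast with toxic alpha-synuclein levels, exposed to compound for 24 hr at 30 deg C. Cell growth, read with BacTiter-Glo luminescence, gave the measured signal.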
PLK1 PBD block = inhibitors of human PLK1 polo-box domain binding; actives 2.8% (n = 360,000); Potency, µM, for the others: max response, negative = inhibition, usual class: inhibitors; P53350; Plk1 PBD binding of FITC phosphopeptide, fluorescence polarization; also: potency is read from the fitted curve at half-maximal effect; series mostly up to about 57 µM; % is scaled to controls: 0 for no effect and ±100 for the full control effect; nearly all actives have a fitted effect of over 65% in size
PI5P4Ka inh = inhibitors of human PI5P4K alpha; P48426; PI5P4Kalpha enzyme, ADP-Glo luminescence, 60 min; active compounds read low; max response, %; actives 1.2% (n = 330,000); AID 652105; active = max response of -50% or lower; inconclusive = between -30% and -50%; inactive = -30% or higher; also: value at the top dose of about 77 µM; % is scaled to controls: 0 for no effect and ±100 for the full control effect
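ADP-Glo luminescence end-point read after a 60 min room-temperature kinase reaction of PI5P4Kalpha plus substrate, initiated with ATP at 5 microM final. Buffer: 0.038 M HEPES pH 7.4, EGTA, 0.1% CHAPS, 5% DMSO.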
WRN inhibitor = blocks human WRN helicase; WRN helicase unwinding, fluorescent forked duplex, kinetic; Q14191; actives 0.46% (n = 360,000); AID 651768; Potency, µM (top dose mostly 114 µM), without a hit: at the top dose activity change, negative = inhibition, actives largely listed as inhibitors; also: potency is read from the fitted curve at half-maximal effect; % is scaled to controls: 0 for no effect and ±100 for the full control effect; nearly all actives have a fitted effect of over 55% in size
Target sequence (Q14191 whole entry, looked up): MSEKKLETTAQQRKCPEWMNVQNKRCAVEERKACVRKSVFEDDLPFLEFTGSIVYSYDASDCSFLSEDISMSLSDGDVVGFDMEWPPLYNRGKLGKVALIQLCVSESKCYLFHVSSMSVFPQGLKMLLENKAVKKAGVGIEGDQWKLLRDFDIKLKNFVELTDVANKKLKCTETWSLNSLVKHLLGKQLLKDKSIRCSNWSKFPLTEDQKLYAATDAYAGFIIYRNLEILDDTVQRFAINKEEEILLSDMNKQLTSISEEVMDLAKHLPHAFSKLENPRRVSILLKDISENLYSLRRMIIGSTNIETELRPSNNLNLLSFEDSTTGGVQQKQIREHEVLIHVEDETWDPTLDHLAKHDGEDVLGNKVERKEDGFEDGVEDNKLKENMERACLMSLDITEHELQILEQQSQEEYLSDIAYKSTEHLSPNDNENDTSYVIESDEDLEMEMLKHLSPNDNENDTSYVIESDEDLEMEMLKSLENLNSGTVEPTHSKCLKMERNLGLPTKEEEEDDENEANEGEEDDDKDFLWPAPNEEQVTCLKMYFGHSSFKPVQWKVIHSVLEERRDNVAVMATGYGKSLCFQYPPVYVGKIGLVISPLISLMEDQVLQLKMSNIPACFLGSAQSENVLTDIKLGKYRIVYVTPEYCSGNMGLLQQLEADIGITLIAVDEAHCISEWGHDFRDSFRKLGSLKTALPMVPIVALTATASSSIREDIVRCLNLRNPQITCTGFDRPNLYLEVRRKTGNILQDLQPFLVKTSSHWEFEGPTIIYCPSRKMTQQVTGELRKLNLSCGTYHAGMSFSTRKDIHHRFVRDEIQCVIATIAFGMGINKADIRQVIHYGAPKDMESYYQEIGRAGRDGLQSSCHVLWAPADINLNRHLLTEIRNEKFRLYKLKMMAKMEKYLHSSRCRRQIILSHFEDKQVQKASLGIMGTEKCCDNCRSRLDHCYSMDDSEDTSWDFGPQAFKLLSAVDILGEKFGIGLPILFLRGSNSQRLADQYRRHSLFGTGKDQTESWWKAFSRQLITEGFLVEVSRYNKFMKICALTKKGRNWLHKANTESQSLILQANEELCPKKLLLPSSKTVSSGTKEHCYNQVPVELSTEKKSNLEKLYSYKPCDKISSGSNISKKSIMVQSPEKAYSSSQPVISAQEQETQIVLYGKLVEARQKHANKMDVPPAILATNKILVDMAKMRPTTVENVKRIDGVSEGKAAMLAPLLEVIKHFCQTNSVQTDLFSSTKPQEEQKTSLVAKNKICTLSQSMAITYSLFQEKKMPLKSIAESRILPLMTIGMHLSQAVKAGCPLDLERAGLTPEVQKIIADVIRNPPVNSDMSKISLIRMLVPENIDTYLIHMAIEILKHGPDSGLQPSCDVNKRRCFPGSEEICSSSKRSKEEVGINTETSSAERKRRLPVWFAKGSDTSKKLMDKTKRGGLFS
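WRN at 20 nM final preincubated with compound 15 min at room temperature; reaction started with 100 nM fluorophore/quencher forked duplex oligonucleotide and 2 mM ATP final. Unwinding followed kinetically by red fluorescence (ex 525, em 598 nm).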
* = called active by the depositor; ? = inconclusive; / = no result given; & = joins results of further samples; [ ] = another dose, or the depositor's remark. Unless noted, calls follow the shape of the dose curve; as a rule, active = well fitted curve in the direction sought with a large enough effect; inconclusive = small, poorly fitted or top-dose-only effect, or another doubt; inactive = no such curve, though single readings can be large; an effect the other way counts as inactive or inconclusive. Compounds were not picked by outcome, and some 4.1% of all compounds hit somewhere here.

SMILES | FUS suppressor | Abeta rescue | EPAC1 antagonist | IL2 activator | EPAC1 agonist | aSyn rescue | PLK1 PBD block | PI5P4Ka inh | WRN inhibitor
Nc1ncnc2c1ncn2[C@@H]1O[C@H](C(=O)NS(=O)(=O)c2cccc(F)c2)[C@@H](O)[C@H]1O | -10.2% | -7.6% | -0.7% | 1.8 | 14.4% | 0.7% | -4.1% | 2.6 | -4.0%
CC(C)(C)OC(=O)NCCCC[C@H](NC(=O)c1nc[nH]c1C(=O)N1CCN(c2ccccc2)CC1)C(=O)OC(C)(C)C | ? | 1.7% | ? | -0.2 | -30.2%[inhibitor] | -0.2% | -27.3% | -3.3 | -2.5%
CCOc1ncccc1C(=O)OCC(=O)Nc1cc(S(=O)(=O)N2CCOCC2)ccc1C | / | 13.8% | -14.6% | -0.3 | -7.3% | -1.2% | -19.5% | 5.3 | 8.7%
Cc1ccc(NC(=O)CN(C)C(=O)c2cccc(S(=O)(=O)NCc3ccco3)c2)cc1 | -7.1% | 12.9% | -29.6% | -0.3 | 12.4% | 0.8% | -6.2% | ? | -19.6%
CC(C)Nc1cc(C(F)(F)F)nc(-c2ccccn2)n1 | 13.3% | -0.1% | 4.4% | -2.1 | 0.8% | -9.7% | -15.3% | -1.0 | -7.4%
COc1ccc(/C=N\Nc2ccc([N+](=O)[O-])cc2)c(C(=O)O)c1OC | 3.7% | 6.6% | ? | -0.5 | -6.0% | 2.5% | -10.1% | -4.4 | -2.8%
O=C(CNc1cc(S(=O)(=O)N2CCOCC2)ccc1N1CCCC1)Nc1ccc(Cl)cc1 | ? | 16.8% | -6.9% | 1.6 | 13.7% | -2.9% | -2.4% | 8.2 | 0.3%
Cc1ccc(Nc2nc(C(=O)N3CCC(C(=O)N4CCN(C)CC4)CC3)cs2)cc1 | 16.3% | 17.6% | -21.1% | -0.7 | 8.7% | -2.5% | -3.1% | -3.6 | -8.2%
COc1cccc2cc(C(=O)C3=C(O)C(=O)N(CCN4CCOCC4)C3c3ccc(C(C)(C)C)cc3)oc12 (stereo not drawn) | ? | -34.3% | -19.3% | 0.8 | -17.9% | 1.3% | -24.5% | -16.0 | -10.8%[11.6 µM]
CC1CN(c2nc3ccccc3nc2SCC(=O)Nc2cccc(C(F)(F)F)c2)CC(C)O1 (stereo not drawn) | 12.8% | 0.2% | -24.7% | -2.0 | -20.1% | 7.3% | -10.1% | 12.0 | -8.0%
S=c1[nH]nc(C2COc3ccccc3O2)o1 (stereo not drawn) | 14.5% | -7.1% | 5.8% | 0.1 | 1.2% | -8.6% | ? | -3.9 | -11.5%
NS(=O)(=O)c1ccc(Nc2nc(-c3ccc4ccccc4c3)cs2)cc1 | 30.3% | -18.3% | 9.4% | -1.4 | 10.4% | -8.5% | -6.7% | / | -3.2%
COc1cc(C(=S)N2CCCC2)ccc1OCC(N)=O | 19.3% | -9.4% | -14.0% | 1.0 | 2.6% | -7.5% | -15.0% | -6.0 | -31.0%
Cc1csc(CN(C)C(=O)C2CCC(=O)N(Cc3ccc(Cl)cc3)C2)n1 (stereo not drawn) | 3.5% | 9.3% | -24.1% | 6.1 | 1.6% | -1.8% | 5.9% | 1.2 | -1.9%
FC(F)(F)c1cccnc1Oc1ccc(C2=NCCS2)cc1 | 11.1% | 9.8% | -13.2% | -4.9 | 5.1% | 14.8% | -12.6% | 10.8 | -2.9%
O=C(O)c1cn(-c2ccccc2)nc1-c1ccc(F)cc1 | -14.2% | / | -21.4% | 2.9 | 8.0% | 9.0% | -2.6% | 2.6 | -5.5%
O=S(=O)(c1cnccc1N1CCN(/N=C/c2ccccc2)CC1)N1CCCCC1 | -9.0% | -20.4% | 5.6% | -0.2 | -4.2% | 11.8% | -4.1% | 6.6 | 7.9%
Cc1ccc(N=C/C(C(=O)C(F)(F)F)=C(\O)c2ccco2)cc1Cl | 27.2% | -4.7% | -19.0% | 9.4 | -10.4% | 20.1% | -7.8% | 0.6 | -31.9%[57.1 µM]
Cc1c(NC(=O)COC(=O)Cc2ccc(F)cc2)c(=O)n(-c2ccccc2)n1C | 5.9% | -4.3% | -5.7% | 1.8 | 10.3% | -1.3% | -4.6% | -2.0 | -13.7%
O=C(CNC(=O)c1ccc2c(c1)OCCO2)N/N=C/c1ccc(Cl)cc1 | 12.1% | -11.3% | 8.4% | 0.9 | 1.8% | -1.6% | -7.7% | -8.4 | 6.8%
O=C(NC(Nc1nc2ccc([N+](=O)[O-])cc2s1)(C(F)(F)F)C(F)(F)F)c1ccccc1 | 15.8% | -83.8%[inhibitor] | -10.1% | -2.4 | 0.0% | -29.6% | 0.2% | / | -4.7%
CCCC1=C(C(=O)OCC)C(c2cc(Cl)cc(OC)c2OCC(=O)OCC)NC(=O)N1 (stereo not drawn) | ? | 13.6% | 1.5% | -3.1 | -6.6% | 14.5% | 29.9µM* | -1.3 | 4.2%
CCOC(=O)C(=O)N1CCN(CC)CC1 | 5.7% | 1.3% | 3.4% | -1.0 | -7.3% | -9.5% | 0.2% | 6.3 | -12.5%
CC1CC1c1ccc(/C=C(\C#N)C(=O)Nc2ccccc2Cl)o1 (stereo not drawn) | / | -11.0% | -13.9% | 0.1 | 100µM* | 17.1% | 2.7% | 1.7 | -1.6%
COc1ccc(NC(=O)[C@@H](NC(N)=O)C(C)C)cc1Cl | -25.8% | 4.6% | -12.5% | -2.1 | 2.0% | -2.9% | -10.8% | -5.7 | -5.7%
Cc1cccc(CS(=O)(=O)c2ncc(Cl)c(C(=O)NCc3ccccc3)n2)c1 | 23.5%&7.5% | -8.7%&-4.7% | -13.2% | -0.8 | -13.7% | 19.5% | ? | 1.8 | -6.9%
CCCCn1c(N)c(N(CC(C)C)C(=O)COc2cc(C)ccc2Cl)c(=O)[nH]c1=O | -15.8% | 8.5% | -0.3% | -2.9 | 6.5% | 1.8% | 0.0% | -0.2 | -5.2%
CC(=O)NC12CC3CC(C1)CC(C(=O)N1CCN(S(=O)(=O)c4ccccc4[N+](=O)[O-])CC1)(C3)C2 | 4.9% | 22.6% | 0.9% | -0.6 | 11.8% | 0.3% | -2.1% | 5.3 | -3.2%
O=C(c1ccccc1)N(Cc1ccccc1)c1ccccn1 | 18.3% | -3.0% | 4.3% | -4.2 | -0.2% | 0.8% | -4.8% | / | -4.1%
CC12CC(NC(=O)N1CCc1ccccc1)c1cc(Cl)ccc1O2 (stereo not drawn) | -16.7% | ? | 0.8% | -2.2 | -17.7% | 4.1% | -9.9% | 4.0 | 0.0%
CCNc1nc(-c2cc(C)n(Cc3ccco3)c2C)cs1 | ? | -21.2% | 7.5% | 3.2 | -1.0% | 0.4% | -23.2% | -22.7 | -18.4%
C/C(=N\NC(N)=S)c1cccnc1 | -6.5% | -1.5% | -4.5% | -2.9 | -0.8% | -3.8% | -9.4% | 0.1 | -2.3%
O=C(O)c1cc2c(cc1NC(=O)c1ccccc1OC(F)F)OCCCO2 | -21.5% | -21.6% | -15.3% | 1.5 | 1.6% | -8.1% | -5.8% | -5.7 | -0.6%[57.1 µM]
O=C(Nc1ccc(Oc2ccccc2)cc1)C1CCN(c2ncccn2)CC1 | 16.7% | 6.6% | -0.5% | -0.5 | 1.8% | -0.2% | -1.1% | / | 7.6%
O=[N+]([O-])c1ccc(C=NN=Cc2ccc([N+](=O)[O-])cc2)cc1 | -21.4% | 11.9% | 7.7% | 0.0 | 13.9% | 0.9% | -5.6% | -4.6 | -9.2%
COCCCn1cnnc1SC(C)C(=O)Nc1ccc(S(=O)(=O)N2CCOCC2)cc1 (stereo not drawn) | -9.2% | 15.9% | 10.6% | 0.5 | -11.7% | -0.8% | 7.2% | 0.4 | 2.1%

Some values from the entries so far:
Value for COc1ccc(/C=N\Nc2ccc([N+](=O)[O-])cc2)c(C(=O)O)c1OC under IL2 activator: -0.5
Value for O=C(NC(Nc1nc2ccc([N+](=O)[O-])cc2s1)(C(F)(F)F)C(F)(F)F)c1ccccc1 under WRN inhibitor: -4.7%

Later entries:
SMILES | FUS suppressor | Abeta rescue | EPAC1 antagonist | IL2 activator | EPAC1 agonist | aSyn rescue | PLK1 PBD block | PI5P4Ka inh | WRN inhibitor
O=C(Nc1ccccc1F)c1ccc(-n2cncn2)nc1 | / | 0.2% | 2.9% | -2.7 | -0.9% | -12.3% | 1.3% | 0.3 | 1.7%
CC1=C(Sc2ccccn2)C(=O)NC(C)(C)C1 | ? | -1.8% | -3.3% | -0.1 | 9.9% | -3.7% | -12.5% | 3.3 | -4.2%
Cc1cccc(N=C2CCCC2C(=O)Nc2cccc(C)c2C)c1C (stereo not drawn) | 19.6% | 2.3% | 2.0% | -0.6 | 3.4% | 5.4% | 0.8% | -6.3 | 2.8%
O=C(CSc1ccccn1)Nc1ccc2[nH]c(=O)[nH]c2c1 | 11.5% | 9.6% | 2.0% | -0.6 | -3.3% | 0.8%[1.84 µM] | 26.7µM* | -17.9 | -17.5%
CCC(CC)C(=O)N=C1SC2CS(=O)(=O)CC2N1CCc1ccc(OC)cc1 (stereo not drawn) | 16.8% | 1.5% | -1.2% | 0.7 | 2.0% | 7.6% | -3.1% | / | 0.5%
Cc1ccc(C(=O)OCC(=O)NCc2cc(C)c(O)c(C)c2)cc1S(=O)(=O)N1CCCCC1 | -13.6% | 29.5% | 2.8% | 0.4 | 9.6% | 0.7% | 2.2% | -3.2 | -2.6%[11.6 µM]
CSc1ccc(/C=C/C(=O)N2CCCN(C)CC2)cc1 | 6.9% | -6.0% | -1.5% | 0.0 | 7.1% | 4.5% | ? | -16.3 | -3.6%
O=S(=O)(c1cccc(Cl)c1)N1CCN(S(=O)(=O)c2ccc3c(c2)OCCO3)CC1 | 2.7% | -15.4% | -10.9% | -1.5 | -3.7% | / | / | / | /
COc1ccc(C2C(C#N)=C(N)Oc3cc(C)n(Cc4ccncc4)c(=O)c32)cc1 (stereo not drawn) | -9.7% | -1.6% | 7.3% | -0.8 | 3.4% | -0.9% | -8.7% | -7.9 | -7.0%
